RNase H inhibition – RNase H inhibition, HIV 1 Gag Pol polyprotein, FRET biochemical assay, screening (AID 372); one-dose inhibition, % at 10 µM; IC50 in µM for titrated hits; hit rate 0.77% among 100,000; HIV-1 RT RNase H, FRET RNA/DNA substrate fluorescence; higher % means a stronger effect; in the data active means inhibition above about 50%
Starred values were filed as active, the others as inactive. A portion of the library; count on the stated rates, not on these rows.

SMILES	RNase H inhibition
COc1ccc(OC)c(N2C(=O)NC(=O)C(=Cc3ccc([N+](=O)[O-])o3)C2=O)c1	0%
COc1ccc(N(C(C)C(=O)N/N=C/c2ccc(OCc3cccc4ccccc34)cc2)S(C)(=O)=O)cc1 (centres undefined)	21%
COC(=O)C1=C(C)N=c2s/c(=C/c3cccc([N+](=O)[O-])c3)c(=O)n2C1c1ccc(OC(C)=O)cc1 (centres undefined)	5%
O=c1[nH][nH]c(=O)c2cc(Oc3ccc([N+](=O)[O-])cc3)ccc12	0%
N#C/C(=C\Nc1ccc([N+](=O)[O-])cc1)c1nc(-c2cc3cc(Br)ccc3oc2=O)cs1	7%
Cc1ccc(NC(=O)c2ccc(OCC(C)C)cc2)c(C)c1	6%
COCCNC(=O)COc1ccc(Br)cc1Cl	5%
O=C(Nc1ccc2c(c1)OCCO2)c1cc2ccccc2o1	6%
O=C1C(=O)N(c2cccc(C(F)(F)F)c2)C(c2ccc(Cl)cc2)/C1=C(/O)c1ccc(Cl)cc1 (centres undefined)	12%
CC(C)C(NC(=O)CN(c1ccc([N+](=O)[O-])cc1)S(=O)(=O)c1ccccc1)C(C)C	6%
CSC1=C(C#N)C(c2ccccc2Cl)C(C(C)=O)=C(C)N1 (centres undefined)	0%
COc1ccccc1/C=C1\SC(=S)N(CCC(=O)NNc2ccccc2)C1=O	11%
Cc1ccc(NC(=O)COc2ccc(Cl)cc2)cc1NC(=O)c1ccccc1	0%
Cc1oc(C(N)=O)cc1COc1ccccc1C(N)=O	1%
COc1cccc(NC(=O)CN(c2ccc(Cl)c(Cl)c2)S(=O)(=O)c2ccccc2)c1	13%
Cc1ccc(C(=O)Nc2ccncc2)cc1[N+](=O)[O-]	10%
CCCCNCCCCCOc1cc(C)ccc1C	13%
COc1ccccc1/C=C/C(=O)NCC(=O)N/N=C(/C)c1ccccc1	3%
CC(NC(=O)/C(C#N)=C/c1ccc(OCC(N)=O)c(Br)c1)c1ccccc1 (centres undefined)	13%
C=CCn1c2ccccc2c2nnc(SCC(=O)N=C3NC(=O)CS3)nc21	7%
CC(C)(C)c1cc(Br)ccc1OCC(=O)Nc1ccc(F)cc1	11%
CCCc1ccc(OCC(=O)Nc2cc(S(=O)(=O)CC)ccc2O)cc1	9%
COc1cccc(N(CC(=O)NCc2cccnc2)S(=O)(=O)c2ccc(C)cc2)c1	3%
COc1ccc(-c2nc(-c3cccc4ccccc34)cc(=O)o2)cc1	19%

4 entries picked at random from the list so far:
SMILES	RNase H inhibition
C=CCn1c2ccccc2c2nnc(SCC(=O)N=C3NC(=O)CS3)nc21	7%
CC(NC(=O)/C(C#N)=C/c1ccc(OCC(N)=O)c(Br)c1)c1ccccc1 (centres undefined)	13%
CCCCNCCCCCOc1cc(C)ccc1C	13%
Cc1oc(C(N)=O)cc1COc1ccccc1C(N)=O	1%

Laid out differently: entries from further up
mol,RNase H inhibition
COc1ccc(-c2nc(-c3cccc4ccccc34)cc(=O)o2)cc1,19%
Cc1oc(C(N)=O)cc1COc1ccccc1C(N)=O,1%
CCCc1ccc(OCC(=O)Nc2cc(S(=O)(=O)CC)ccc2O)cc1,9%

The list goes on:
SMILES	RNase H inhibition
O=C1NC(=O)N(c2ccc(Br)cc2)C(=O)/C1=C/c1cnc(-c2ccccc2)nc1	16%
CCOC(=O)C1CCN(C(=O)C(O)(c2ccccc2)c2ccccc2)CC1	4%
O=P(O)(OC(c1ccc(Cl)cc1)C(F)(F)F)c1ccccc1 (centres undefined)	12%
COC(=O)c1ccc(NC2=C(Cl)C(=O)c3ccccc3C2=O)cc1	18%
CC(C)C(NC(=O)CN(c1ccccc1F)S(C)(=O)=O)C(C)C	11%
Cc1ccc(NC(=O)c2c(-c3ccccc3)noc2C)cc1C	11%
O=C(O)COc1ccccc1/C=N/NC(=O)COc1c(Br)cc(Br)cc1Br	7%
O=C(/C=C/c1ccccc1)NC(=S)Nc1cccc(NC(=O)c2cccc(Cl)c2)c1	20%
CCSCCOC(=O)C1=C(C)N(C)C(=O)NC1c1ccccc1OCc1ccccc1 (centres undefined)	26%
CCCCOc1ccc(NC(=O)COc2ccc(C)cc2C)cc1	0%
CCOc1ccccc1C=Nc1ccc(NC(C)=O)cc1	16%
CCC12c3ccccc3C(c3ccccc31)C1C(=O)N(c3cccc(C)c3)C(=O)C12 (centres undefined)	9%

Laid out differently: results already given
Molecule: Cc1ccc(NC(=O)c2c(-c3ccccc3)noc2C)cc1C
  RNase H inhibition: 11%

Molecule: CCOc1ccccc1C=Nc1ccc(NC(C)=O)cc1
  RNase H inhibition: 16%

Molecule: CCCCOc1ccc(NC(=O)COc2ccc(C)cc2C)cc1
  RNase H inhibition: 0%

Molecule: COC(=O)c1ccc(NC2=C(Cl)C(=O)c3ccccc3C2=O)cc1
  RNase H inhibition: 18%

Later entries
SMILES	RNase H inhibition
O=C(Nc1ccc(S(=O)(=O)Nc2ccccc2)cc1)c1cc(-c2ccccc2)nc2ccccc12	4%
COC(=O)c1sc(NC(=O)c2ccncc2)c(C#N)c1C	49%
N/C(=N/c1nc2ccccc2o1)NC(=O)Cc1ccccc1	10%
CC(C)=NNc1nc2sc3c(c2c(=O)[nH]1)CCCC3	11%
Brc1ccc(OCCCCN2CCOCC2)cc1	0%
CC(NC(=O)/C=C/c1ccccc1)C1COc2ccccc2O1 (centres undefined)	0%
CCOc1ccc2nc(SCC(N)=O)sc2c1	9%
CC(=O)c1cc(F)c(N2CCN(c3ccc([N+](=O)[O-])cc3F)CC2)cc1C	9%
COc1ccc(/C=C(\NC(=O)c2ccc(OC)c(OC)c2)C(=O)NCc2ccco2)cc1	12%
COc1cc2c(cc1C)/C(=N/OC(=O)c1ccc(OC)c([N+](=O)[O-])c1)CCC2	0%
O=C(NC(=S)N1CCOCC1)C12CC3CC(CC(C3)C1)C2	5%
Cn1/c(=N/N=C/c2cc([N+](=O)[O-])ccc2O)sc2ccccc21	14%
COc1cc(/C=C(\C#N)c2nc3ccc(C)cc3[nH]2)ccc1OCC#N	12%
Cc1ccc(/C=N/NC(=O)c2c[nH]c3ccccc23)o1	8%
O=c1[nH]c(=O)n(Cc2ccccc2)cc1F	4%
O=c1[nH]c(O)c(N=Nc2ccc(S(=O)(=O)N3CCc4ccccc43)cc2)c(=O)[nH]1	15%
O=C(c1cc(F)c(F)cc1Cl)N1CCN(c2ccc([N+](=O)[O-])c3cccnc23)CC1	1%
O=C1CC(N2CCN(C(c3ccccc3)c3ccccc3)CC2)C(=O)N1c1cccc(Br)c1 (centres undefined)	1%
CCOc1ccc(C=Nc2ccccc2C)cc1	31%
COc1ccc(C(=O)N=Nc2c(O)n(CN3CCCC3)c3ccccc23)cc1	0%
CCOC(=O)C1=C(C)N=c2s/c(=C\c3ccc(SC)cc3)c(=O)n2C1c1ccc2c(c1)OCO2 (centres undefined)	15%
Cc1ccc(S(=O)(=O)Nc2cc(C(=O)O)cc(C(=O)O)c2)cc1	6%
CCOc1cc(/C=C2\SC(=S)N(CC)C2=O)ccc1OCCOc1ccc(OC)cc1	13%
COc1ccc2c(C)c(Cl)c(=O)oc2c1	7%
O=C(NCC(O)CNC(=O)C(F)(F)C(F)(F)F)C(F)(F)C(F)(F)F	11%
CC1=C(C(=O)OC2CCCC2)C(c2ccccn2)C2=C(CC(c3ccc(Cl)cc3)CC2=O)N1 (centres undefined)	2%
Cc1ccc(N2C(=O)CC(N3CCN(c4ccccc4)CC3)C2=O)c(C)c1 (centres undefined)	2%
COc1ccc(N2C(=O)/C(=C\c3ccccc3Cl)SC2=S)cc1	0%
Cc1cc(Br)ccc1N1C(=O)/C(=C/C=C/c2ccccc2)C(=O)NC1=S	24%
CCOC(=O)c1c(NC(=O)/C=C/c2cccs2)sc(C)c1C	5%
CCc1ccc(N2C(=O)NC(=O)/C(=C\c3ccc(O)c(OC)c3)C2=O)cc1	8%
Cc1nn2c3ccccc3n(C)c2c1C(=O)NN	12%
CCNC(=O)CCCOc1ccc(Cl)cc1Cl	1%
Cc1cccc(C(=O)Nc2ccc(C(=O)/C=C/c3cccnc3)cc2)c1	10%
CC(C)N1C(=O)/C(=C\c2ccc(F)cc2)SC1=S	0%
Cc1ccc(C)c(NC(=O)c2ccc(-c3cccc(Cl)c3C)o2)c1	17%
O=c1c2ccccc2c(-c2ccccc2)nn1-c1cc(N2CCN(CCO)CC2)ccc1[N+](=O)[O-]	11%
CCOc1ccc(C(C)=O)cc1Cc1c(O)nc(SCc2ccccc2)[nH]c1=O	15%
Cc1ccc(-c2csc(NC(=O)c3cccc([N+](=O)[O-])c3)n2)cc1	26%
COc1ccc(C2CC(=O)C3=C(C2)NC(C)=C(C#N)C3c2ccc(OC)c(OC)c2)cc1 (centres undefined)	4%
COc1ccc(N2C(=O)c3ccccc3NC2c2ccc(Br)cc2)cc1 (centres undefined)	0%
COc1cccc(/C=N/NC(=O)C(C)Oc2ccccc2Br)c1 (centres undefined)	10%
CCC(=O)NC(Nc1ccccc1F)C(Cl)(Cl)Cl (centres undefined)	2%
O=C(CSc1ccccn1)Nc1ccc2c(c1)C(=O)c1ccccc1C2=O	36%
COc1ccc(NC(=O)CSc2nc(CSc3ccc(C)cc3)cc(=O)[nH]2)cc1	0%
CC(=O)Oc1ccc(/C=N/NC(=S)Nc2ccccc2)cc1	15%
COc1cc(C2Nc3ccccc3C(=O)N2Cc2ccccc2)cc(OC)c1OC (centres undefined)	10%
COC(=O)c1ccc(C(=O)OC)c(NC(=O)c2cc(-c3cccc(Br)c3)nc3ccccc23)c1	28%
COc1ccc(CN(C)CCN(C)C)c(O)c1	3%
Cc1cc(NC(=O)c2ccccc2C)ccc1NC(=O)c1cccs1	3%
COc1ccc(/C=C2\C(=O)NC(=O)N(c3cc(C)cc(C)c3)C2=O)cc1[N+](=O)[O-]	0%
CCC(=O)NC(c1ccc(OC)c(OC)c1)c1c(O)ccc2ccccc12 (centres undefined)	7%
O=C(COc1ccc2ccccc2c1)Nc1cccc(Cl)c1Cl	4%
COc1ccc(C(=O)Nc2cccc(Br)c2)cc1	3%
CCOc1ccc(C(=O)Nc2ccc(I)cc2C)cc1Cl	7%
O=C(CC1Sc2ccccc2NC1=O)Nc1ccc(O)cc1 (centres undefined)	0%
C=CCSc1nnc(-c2cccc(Br)c2)n1-c1ccccc1	8%
COc1cccc(NC(=O)c2cccc(Cl)c2)c1	0%
O=C(/C=C/c1cccc([N+](=O)[O-])c1)NCCC12CC3CC(CC(C3)C1)C2	12%
Cc1ccc(CCC(=O)Nc2ccc([N+](=O)[O-])cc2)o1	9%

Later entries.
SMILES	RNase H inhibition
COc1ccc(S(=O)(=O)N/N=C/c2cn(Cc3ccccc3)c3ccccc23)cc1	14%
Cc1ccc(-c2csc(NC(=O)c3ccc(C)c(C)c3)n2)cc1	6%
CCOC(=O)C1=C(C)N=c2s/c(=C\c3ccc(-c4cc(C)c(C)c([N+](=O)[O-])c4)o3)c(=O)n2C1c1cc(OC)ccc1OC (centres undefined)	13%
O=S(=O)(c1ccc(Cl)cc1)c1ccc(Oc2ccc(Cl)cc2)cc1	22%
COc1cc(C(=O)Nc2ccc(Cl)cn2)cc(OC)c1OC	5%
O=C(COc1ccc(Cl)cc1)Nc1ccc2oc(-c3cccc(Br)c3)nc2c1	15%
Cc1ccc(C2CC(C(F)(F)F)n3ncc(C(=O)Nc4ccc(C)c(C)c4)c3N2)cc1 (centres undefined)	19%
CS(=O)(=O)c1ccc2nc(NS(=O)(=O)c3ccc(F)cc3)sc2c1	6%
CCN1C(=O)/C(=C/c2nc3ccccc3c(=O)n2-c2ccccc2)c2ccccc21	16%
CN(C)C1=C/C(=N/S(=O)(=O)c2ccccc2)c2ccccc2C1=O	40%
Cc1ccc(NC(=O)c2ccc3c(c2)OCCO3)cc1C	8%
CC(C)(C)c1cc(-c2nc(-c3ccc4c(c3)sc3ccccc34)c(-c3ccccc3)[nH]2)cc(C(C)(C)C)c1O	41%
NC(=S)N/N=C/c1ccccc1OCCSc1ccc(Cl)cc1	36%
Oc1ccccc1C=Nc1cc(Cl)cc(Cl)c1	0%
Cc1ccc(OCCSc2ncnc3nc[nH]c23)cc1	5%
O=C(CSC1=NCCS1)Nc1cccc(C(F)(F)F)c1	2%
CC1=C(C(=O)OC2CCCCC2)C(c2ccc(O)cc2)C2=C(CCCC2=O)N1 (centres undefined)	6%
Cc1ccc(N2C(=O)/C(=C/c3cn(-c4ccccc4)nc3-c3cccs3)SC2=S)cc1	9%
COc1ccc(N=Cc2ccc(Cl)c([N+](=O)[O-])c2)cc1	7%
CCN1C(=O)/C(=C\c2cccc(OCc3ccc(Cl)c(Cl)c3)c2)SC1=S	11%
COc1ccc(C2C(C#N)=C(N)N(c3ccc(Cl)cc3)C3=C2C(=O)CC(C)(C)C3)cc1 (centres undefined)	8%
Cc1ccccc1NC(=O)/C(=C\c1cccs1)NC(=O)c1ccc(C(C)(C)C)cc1	19%
COc1ccc(CN2CCN(C3CCC(C)CC3)CC2)c(OC)c1 (centres undefined)	10%
CCOC(=O)c1c(NC(=O)c2ccccc2)sc2c1CCC/C2=N/O	23%
Cc1[nH]nc2c1C(c1cccnc1)C(C#N)=C(N)O2 (centres undefined)	0%
COc1cc(/C=C2/C(=O)NC(=O)N(c3ccccc3F)C2=O)ccc1OCc1ccc(C(=O)O)cc1	8%
COc1ccc(NS(=O)(=O)c2cc(C)ccc2C)cc1	4%
